High-throughput results (PubChem)
NPY-Y2 PAM-ag = NPY-Y2 potentiators or agonists, primary screen, cell-based | activation, % at 3.6 µM | hit rate 0.45% among 220,000 | cells expressing NPY-Y2, potentiator/agonist read-out | AID 1359, 2008; in the data active = activation above about 27%;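 note: cells stimulated with NPY near EC25 plus isoproterenol at EC100; 0% = vehicle plus submaximal agonist and 100% = vehicle plus saturating agonist; some results beyond the cut were filed as inactive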
Target sequence (P49146 whole entry, looked up): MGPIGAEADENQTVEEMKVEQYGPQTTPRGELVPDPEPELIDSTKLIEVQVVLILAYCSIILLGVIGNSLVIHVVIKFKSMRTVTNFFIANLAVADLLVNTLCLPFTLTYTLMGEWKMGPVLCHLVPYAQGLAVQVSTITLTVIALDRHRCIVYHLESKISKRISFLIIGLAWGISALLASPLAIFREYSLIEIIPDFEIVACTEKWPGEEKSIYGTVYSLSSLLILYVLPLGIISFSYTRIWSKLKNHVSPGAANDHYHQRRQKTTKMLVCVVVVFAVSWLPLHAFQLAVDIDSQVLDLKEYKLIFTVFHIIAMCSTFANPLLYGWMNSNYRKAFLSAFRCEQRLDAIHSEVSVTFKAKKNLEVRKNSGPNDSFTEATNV
Wee1 degr inh = Wee1 degradation inhibitors, primary screen, cell-based, HeLa, Wee1K328M-luciferase, luminescence; reporter increase, % at 5 µM; Wee1-like protein kinase (Homo sapiens), P30291; hit rate 1.2% among 220,000; AID 1321, 2008; HeLa Luc-Wee1K328M stability; 100% = proteasome inhibitor MG132 effect;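 active = activation above the mean of all tested compounds plus 3 SD, set per screening run, cut at about 8.8% in these data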;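 note: cells exposed to compound for 20 h before luminescence read; 0% = DMSO alone and 100% = MG132 at 30 µM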
Target sequence (P30291 whole entry K328M): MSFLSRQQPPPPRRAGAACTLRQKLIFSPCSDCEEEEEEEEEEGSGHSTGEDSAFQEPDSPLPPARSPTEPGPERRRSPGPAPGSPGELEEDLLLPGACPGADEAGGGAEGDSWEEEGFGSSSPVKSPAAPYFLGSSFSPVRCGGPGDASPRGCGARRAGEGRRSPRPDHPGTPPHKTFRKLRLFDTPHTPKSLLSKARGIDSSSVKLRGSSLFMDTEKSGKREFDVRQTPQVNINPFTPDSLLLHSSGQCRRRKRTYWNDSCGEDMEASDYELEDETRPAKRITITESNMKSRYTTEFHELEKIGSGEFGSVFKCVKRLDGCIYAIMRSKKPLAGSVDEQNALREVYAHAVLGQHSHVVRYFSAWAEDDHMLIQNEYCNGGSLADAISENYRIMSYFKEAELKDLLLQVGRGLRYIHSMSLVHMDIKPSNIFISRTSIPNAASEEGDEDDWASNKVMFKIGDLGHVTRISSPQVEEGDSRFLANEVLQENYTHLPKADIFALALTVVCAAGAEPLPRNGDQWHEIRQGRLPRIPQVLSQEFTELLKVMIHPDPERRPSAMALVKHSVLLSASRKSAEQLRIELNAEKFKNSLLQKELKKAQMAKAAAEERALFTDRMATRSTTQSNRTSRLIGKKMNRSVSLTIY
BaF3 parental = parental Ba/F3 cell viability inhibition, counter-screen for JAK2V617F inhibitor project, murine pro-B, CellTiter-Glo luminescence. CellTiter-Glo ATP luminescence. inhibition, % at 5.6 µM. hit rate 1.1% among 220,000. AID 1486, 2009;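 active = inhibition above a per-campaign cutoff, the mean inhibition of all tested compounds plus 3 SD, cut at about 27% in these data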;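 note: 0% = DMSO wells and 100% = JAK Inhibitor I control wells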
S1P4 antagonist = S1P4 receptor antagonists, primary screen, cell-based. hit rate 0.26% among 220,000. Sphingosine 1-phosphate receptor 4 (Homo sapiens), O95977. inhibition, % at 4.98 µM. S1P4-expressing cells, antagonist mode, reporter read-out. AID 1510, 2009; in the data active = inhibition above about 29%;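 note: 0% = wells stimulated with agonist and 100% = vehicle wells without agonist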
MDM2 E3 inh = MDM2-luciferase reporter signal enhancers, primary screen, MDM2 E3 ligase inhibitor project, cell-based, luminescence, 1536-well; cell-based MDM2 ubiquitination luciferase reporter, 2 h; 0 = plate control, 100 = twice control, blank-subtracted; signal enhancement, % at 5 µM; hit rate 0.11% among 210,000;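 active = signal enhancement of 30% or more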;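 note: luminescence tracks abundance of the self-degrading MDM2-luciferase fusion protein; higher signal means inhibition of MDM2 E3 ligase activity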
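Test system: mammalian cells stably expressing self-ubiquitinating, self-degrading MDM2 E3–luciferase fusion; Amount: 2000 cells in each well; Medium: DMEM; Schedule: 4 h settle plus 2 h compound, 37 °C; Technique: SteadyLite luciferase luminescence after 15 min room-temperature reagent incubation; Benchmarks: plate control and blank wells.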
eIF4E-4G inh = eIF4E–eIF4G protein interaction inhibitors, primary screen, biochemical, uHTS, TR-FRET, eIF4GI fragment. TR-FRET eIF4E-eIF4GI(517-606) binding, 2 h. Eukaryotic translation initiation factor 4E (Mus musculus) + Eukaryotic translation …. hit rate 0.37% among 220,000. inhibition, % at 21.7 µM;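 active = inhibition above about 30%, limit read from the data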;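 note: 0% = full FRET control wells and 100% = background wells lacking eIF4GI fragment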
S1P4 ag = S1P4 receptor agonists, primary screen, cell-based | hit rate 0.35% among 220,000 | activation, % at 4.98 µM | AID 1509, 2009 | Sphingosine 1-phosphate receptor 4 (Homo sapiens), O95977 | S1P4-expressing cell line, agonist reporter assay; in the data active = activation above about 11%;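 note: 0% = DMSO vehicle and 100% = reference agonist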
PERK inh = block of dimerizer-induced PERK translation repression, primary screen, PERK inhibitor project, CHO PERK-DD cells, SEAP luminescence, HTS; inhibition, % at 5.6 µM; hit rate 0.17% among 220,000; CHO PERK-DD fusion, SEAP luminescence translation reporter; AID 1416, 2008;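 active = inhibition above the mean inhibition of all tested compounds plus 3 SD, set separately per screening campaign, cut at about 2.9% in these data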;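 note: PERK kinase domain activated by AP20187 dimerizer at 100 nM; 0% = DMSO with dimerizer and 100% = rapamycin at 8.4 µM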
Ba/F3 V617F tox = reduced viability of JAK2V617F-dependent Ba/F3 cells, primary screen, JAK2V617F inhibitor project, cell-based, Ba/F3 EpoR-JAK2V617F, luminescence. ATP luminescence. inhibition, % at 5.6 µM. hit rate 1.1% among 220,000. AID 1446, 2008;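 active = inhibition above the campaign mean plus 3 SD over all tested compounds, cut at about 24% in these data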;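 note: cytokine-independent growth of Ba/F3 cells driven by EpoR plus mutant JAK2; 0% = DMSO-treated cells and 100% = JAK inhibitor I control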
* hit, by the source's call; x = not tested or not shown; [ ] = dose if it differs, or a comment.

SMILES	NPY-Y2 PAM-ag	Wee1 degr inh	BaF3 parental	S1P4 antagonist	MDM2 E3 inh	eIF4E-4G inh	S1P4 ag	PERK inh	Ba/F3 V617F tox
CC(C)(C)c1ccc(C(=O)N/C(=C\c2ccco2)C(=O)O)cc1	-10	-1	3	-12	-10	2	-0.4	0.1	2
CCC(C)(C)NC(=O)C(c1ccc(OC)cc1)N(Cc1ccco1)C(=O)CCC(=O)Nc1cc(C)on1 (centres undefined)	2	0	4	11	5	-6	1.9	-0.7	0
Cc1nc2ccc(S(=O)(=O)NCC(=O)N3CCC(C)CC3)cc2s1	-7	5	4	3	-2	1	1.9	-0.3	-1
COc1ccc2nc(NC(=O)CSc3ccccc3)sc2c1	-13	2	8	-4	-14	-2	1.1	-1.1	5
COn1c(-c2ccc(Cl)cc2)nc2ccc(Cl)cc21	-13	-1	-1	-6	-13	-2	2.2	-0.2	-2
CC(C)c1cc(Nc2cccc(O)c2)cc(C(C)C)c1O	10	-2	2	-2	x	x	0.3	1.5	-3
Cc1ccc(Nc2ncnc3c2cnn3C)cc1	0	6	3	-13	-6	4	0.5	0.6	-2
O=C(COCc1nc2ccccc2c(=O)[nH]1)NC1CCCC1	-13	1	5	-3	-31	11	2.2	0.6	-2
COc1ccc(C2Nc3ccccc3C(=O)N2Cc2ccccc2)cc1COc1ccccn1 (centres undefined)	-17	3	7	1	-19	5	-2.4	-0.4	3
Cc1cc(C)n(Cc2cc(C(=O)O)c3ccccc3n2)n1	-6	-3	1	-1	-1	9	1.7	0.3	-1
S=c1[nH]cnc2scc(-c3ccccc3)c12	-11	-1	-1	-9	-14	0	1.5	0.2	1
CCOC(=O)c1ccc(N=C2S/C(=C\c3cc(C)n(-c4cccnc4)c3C)C(=O)N2C)cc1	-8	2	2	3	-11	2	-2.5	-0.3	-2
Cc1ccc(C(=O)/C=C/c2ccccc2)o1	-10	-2	2	-2	-8	1	-1.9	-0.3	-1
O=C(CSc1ccsc1[N+](=O)[O-])NCc1ccccc1	-9	0	-4	-10	-2	2	-0.7	-0.1	0
ClCC1NCC(c2ccccc2Cl)c2c1[nH]c1ccccc21 (centres undefined)	6	3	3	7	-16	-1	0.8	0.1	-1
COc1ccc(Cl)cc1NC(=O)CN1CCCC1	-1	-1	9	-13	5	-3	1.6	0.2	0
COC(=O)c1cc(OC)c(OC)cc1NC(=O)C1CCC(=O)N1S(=O)(=O)c1ccc(C)cc1 (centres undefined)	-5	-4	6	-2	-1	-4	-0.1	-2.0	5
Cc1nnc(SCC(=O)Nc2ccc(S(=O)(=O)N3CCCCC3)cc2)s1	-8	-3	6	-9	1	-1[fluorescence artefact?]	0.8	0.1	3
CC(C)C(=O)NC(=S)Nc1ccc(S(=O)(=O)N2CCN(C)CC2)cc1	-3	1	2	0	8	14	-0.6	0.4	-6
O=C(NC1CC1)c1ccc2c(c1)NC(=O)c1ccccc1S2	1	4	1	-28	-1	-2	0.4	1.2	-5
CCC(CC)n1[nH]c(=O)cc1N	0	-3	-1	-26	2	-6	1.6	1.2	0
C/C(=C\c1cccs1)C(=O)c1c(C)cc(C)[nH]c1=O	5	1	0	-23	-64	1	2.0	0.1	0
COc1ccc(-c2cc(C(F)(F)F)nc(S(=O)(=O)CCCC(=O)Nc3cccc(O)c3)n2)cc1OC	-28	-2	2	11	-2	6	-1.4	0.4	-2
Cc1ccc(C(=O)OCC(=O)NCc2ccc3c(c2)OCO3)s1	-7	-4	6	-2	-2	-5	1.2	1.2	2

Single values from the entries so far.
Under Ba/F3 V617F tox, Cc1ccc(C(=O)OCC(=O)NCc2ccc3c(c2)OCO3)s1 is listed with 2
Under eIF4E-4G inh, CCC(CC)n1[nH]c(=O)cc1N is listed with -6
Under Wee1 degr inh, ClCC1NCC(c2ccccc2Cl)c2c1[nH]c1ccccc21 (centres undefined) is listed with 3

Three entries from above, arranged by the number in PERK inh, descending:
SMILES	PERK inh
Cc1ccc(C(=O)OCC(=O)NCc2ccc3c(c2)OCO3)s1	1.2
COc1ccc(-c2cc(C(F)(F)F)nc(S(=O)(=O)CCCC(=O)Nc3cccc(O)c3)n2)cc1OC	0.4
O=C(CSc1ccsc1[N+](=O)[O-])NCc1ccccc1	-0.1

(more compounds)
SMILES	NPY-Y2 PAM-ag	Wee1 degr inh	BaF3 parental	S1P4 antagonist	MDM2 E3 inh	eIF4E-4G inh	S1P4 ag	PERK inh	Ba/F3 V617F tox
Cc1nc(CSc2nnc(C)s2)cs1	12	-2	0	-11	-1	-1	0.8	-0.1	0
CCCOc1ccc(C(=O)Nc2ccc(N(C)C)cc2)cc1	-10	-2	3	-18	-8	-5	3.7	0.3	2
COc1ccc(CCNC(=O)c2ccc3c(SCC(=O)O)c4c(nc3c2)CCCC4)cc1OC	7	1	5	-11	-11	-3	3.1	0.1	-1
Cn1cnnc1SCC(=O)N1CCC(Cc2ccccc2)CC1	6	-2	2	2	-18	-6	1.4	1.2	-3
O=C(O)CC(Cc1ccc(Cl)cc1)C(=O)NCc1ccccc1 (centres undefined)	-10	1	3	-14	-10	-1[fluorescence artefact?]	1.8	-0.1	2
CC(=O)N1SC(N)=NC1c1ccccc1 (centres undefined)	-4	2	1	-26	x	0	1.5	0.3	1
Cc1cc(C(=O)N/N=C/c2ccc(O)c([N+](=O)[O-])c2)c(C)n1-c1ccc(F)cc1	3	-2	0	-11	-2	12[fluorescence artefact?]	1.3	0.0	-3
O=C(NCCc1ccccc1)Nc1ccc2c(c1)OCO2	7	-2	4	4	-35	2	-1.5	-0.6	0
COc1ccc(/C=C/C2=NN(Cc3ccccc3)C(=O)CC2)cc1	-18	1	-1	-13	-15	2	2.7	0.4	-1
COc1cccc(C2SCC(=O)N2c2ccc(Cl)cc2)c1OC (centres undefined)	2	-1	11	-2	-8	-3	1.1	-0.6	1
CC1CCCC(NC(=O)COC(=O)c2ccccc2[N+](=O)[O-])C1C (centres undefined)	-21	0	10	-35	-10	5	1.3	0.2	6
CCCc1cc2c(OC(=O)CC)c(-c3ccc(C(=O)OCC)o3)c(=O)oc2cc1OC	2	3	6	-9	-10	1	-0.9	0.9	-1

Ordered by SMILES length (descending): some entries from above
SMILES	NPY-Y2 PAM-ag	Wee1 degr inh	BaF3 parental	S1P4 antagonist	MDM2 E3 inh	eIF4E-4G inh	S1P4 ag	PERK inh	Ba/F3 V617F tox
Cc1cc(C(=O)N/N=C/c2ccc(O)c([N+](=O)[O-])c2)c(C)n1-c1ccc(F)cc1	3	-2	0	-11	-2	12[fluorescence artefact?]	1.3	0.0	-3
O=C(O)CC(Cc1ccc(Cl)cc1)C(=O)NCc1ccccc1 (centres undefined)	-10	1	3	-14	-10	-1[fluorescence artefact?]	1.8	-0.1	2
CCCOc1ccc(C(=O)Nc2ccc(N(C)C)cc2)cc1	-10	-2	3	-18	-8	-5	3.7	0.3	2
O=C(NCCc1ccccc1)Nc1ccc2c(c1)OCO2	7	-2	4	4	-35	2	-1.5	-0.6	0

(continued)
SMILES	NPY-Y2 PAM-ag	Wee1 degr inh	BaF3 parental	S1P4 antagonist	MDM2 E3 inh	eIF4E-4G inh	S1P4 ag	PERK inh	Ba/F3 V617F tox
O=C(Nc1ccccc1Cc1ccccc1)C1CC(=O)N(c2ccc3c(c2)OCCO3)C1 (centres undefined)	-1	0	3	-14	-12	-2[fluorescence artefact?]	-1.8	-0.9	-3
Cc1ccc(C(=O)N2CC(=O)Nc3ccc(F)cc3C2c2ccc(F)cc2)cc1[N+](=O)[O-] (centres undefined)	7	7	7	-3	-11	3	-0.8	-0.5	2
COC(=O)CNC(=O)C(CCSC)NC(C)=O (centres undefined)	0	-3	2	-13	-3	1	29*	1.1	4
CCc1ccccc1NC(=O)CSc1nnc([C@@H]2CCCN2C(=O)OC(C)(C)C)o1	-16	-1	-2	-1	-2	1	-1.4	-0.6	4
CCOC(=O)Cc1csc(NC(=O)COc2ccccc2OC)n1	1	0	3	-27	8	-8	0.6	-0.6	3
Nc1nc(-c2cccnc2)nn1C(=O)Cc1ccccc1	3	1	2	-29	-8	11[fluorescence artefact?]	1.5	1.0	2
Cc1cccc(N2CCN(Cc3nc(-c4cccc(Oc5ccccc5)c4)oc3C)CC2)n1	-11	1	9	3	-8	-5	-0.2	0.1	-1
CC(=O)Nc1ncnc2c1c(-c1ccc(Cl)cc1)nn2C(C)(C)C	7	-2	4	10	-4	-1	-1.7	-0.2	4
Cn1c(CCNC(=O)c2ccc(Cl)c(Cl)c2)nnc1SCc1ccc(Cl)c(Cl)c1	-10	2	4	-26	-2	-18	0.2	0.7	4
COc1ccc(NC(=O)COc2ncnc3ccccc23)cc1S(=O)(=O)N1CCOCC1	-7	-1	2	11	-11	3	-1.5	0.6	-1
Cc1ccc(NS(=O)(=O)c2cccc([N+](=O)[O-])c2)nc1	-7	0	6	-14	-14	3	0.9	0.3	3
O=C(CSCc1ccccc1Cl)NN=C1CCCCCC1	-19	3	-2	-10	-2	-5	0.0	0.5	-3
O=C1CC(N2CCC(c3nc4ccccc4[nH]3)CC2)C(=O)N1c1cccc(F)c1 (centres undefined)	12	1	1	0	-8	2	2.4	0.6	-3
CCOc1ccccc1NS(=O)(=O)c1ccc2c(c1)n(C)c(=O)c(=O)n2C	-19	-3	-1	5	0	6	1.0	-1.0	-4
Cc1cc(=O)n2c(n1)OC(CO)C2 (centres undefined)	-13	0	1	-9	21	2	1.1	0.2	0
CCOC(=O)/C=C1\SCC(=O)N1CC(=O)Nc1ccc(OC)c(OC)c1	16	1	5	-7	-18	-2	-0.2	0.2	0
N/C(=N\OC(=O)COc1ccc([N+](=O)[O-])cc1)c1ccc(Br)cc1	-8	5	5	4	-22	3	0.9	0.8	0
C/C(=N/NC(=O)c1ccc2c(c1)OCO2)c1ccc(Br)s1	3	-4	-2	-12	-1	7	1.8	1.1	-1
CCOC(=O)C1CCN(c2nnc(N3CCCC3=O)s2)CC1	-7	-2	4	-4	-61	1	1.9	0.2	-3
C=CCn1c(SCC(=O)c2c(N)n(C)c(=O)n(C)c2=O)nc2sc(C)c(C)c2c1=O	3	6	9	-10	6	-44[fluorescence artefact?]	-0.2	-0.5	0

Compounds as they come; any-hit rate near 4.1%.
